Compound activity (PubChem)
KDM5B inh – blocks human KDM5B histone demethylase activity; Q9UGL1; KDM5B demethylase, FDH-coupled NADH fluorescence (FDH is formaldehyde dehydrogenase); Potency, µM (series often up to 57.7 µM), inactives show top-dose activity change, negative = inhibition, usual class: inhibitors; 220,000 compounds, 2.6% hits; AID 1347165; active means well fitted inhibition curve with a large enough effect; inconclusive means small, poorly fitted or top-dose-only effect; inactive means no such curve, though single readings can be large or run the other way; further: 0% is about no effect; nearly all actives have a fitted effect of over 70% in size
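Coupled FDH/NAD⁺ fluorescence readout. KDM5BΔAP 200 nM final; compound titration, 10 min RT preincubation; substrate mix 12.5 µM H3K4me3, 25 µM 2-OG, 50 µM Fe(II), 100 µM ascorbate, 0.25 mM NAD⁺, 0.25 U/mL FDH; ΔRFU over 30 min.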
* marks the source's active call; other numbers are inactive results; ? = inconclusive; [ ] = dose if it differs, or a comment. Potency means the concentration at half of the fitted maximal effect.

SMILES | KDM5B inh
CCOCCn1c(CN2CCN(C)CC2)nc2c1c(=O)n(C)c(=O)n2C | 14%
O=C(CSc1ccc(F)cc1)OCc1nc2ccsc2c(=O)[nH]1 | 21%
Cc1ccc(NC(=O)Cc2c[nH]c3ccccc23)cc1F | -6%
CC(C)n1c(C2CCN(C(=O)c3n[nH]c4ccccc34)CC2)nn(C)c1=O | -8%
CCNC(=O)Nc1ccc(OCC(=O)N2CCCCC2)nc1 | -11%
CCOC(=O)c1ccc(NC(=O)Cn2c(=O)cc(C)c3c(C)nn(-c4ccc(CC)cc4)c32)cc1 | -27%
CCCNC(=O)CSc1n[nH]c(=O)n1CCc1ccccc1 | 30%
O=C(Nc1cc(-c2ccccc2F)nn1-c1ccccc1)c1ccccc1Br | -18%
COCCCNC(=O)N1CCCCC1c1nc(CCOc2cccc(C)c2)no1 (stereo not drawn) | -15%
Cc1cccc(C(=O)NC2CCN(CC(=O)NCc3ccccc3F)CC2)c1 | 33%
O=C1c2cnc(-c3cccc(CO)c3)nc2OCCN1c1cccc(C(F)(F)F)c1 | -5%[86.2 µM]
COc1ccc(C2Cn3nnc(-c4nc(-c5ccc(SC)cc5)no4)c3CO2)cc1 (stereo not drawn) | -24%
CN1CC(=O)N(c2ccc(Cl)cc2)Cc2c1ncnc2N1CCOCC1 | 7%
Cn1cnc2c1c(=O)n(CCCSCc1ccc(Cl)cc1Cl)c(=O)n2C | 10%
c1cc(CN2CCC(Oc3nccnc3N3CCOCC3)C2)ccn1 (stereo not drawn) | ?
COCCn1c(CNC(=O)c2cccc(C)c2)nc2cccnc21 | -2%
CCOCCOC1CCN(C(=O)c2ccco2)CC1 | 4%
Cc1cccc(-c2nnc(SCC(=O)N3CCCc4ccccc43)o2)c1 | -16%
CCOC(=O)CC(NC(=O)Cn1nnc(-c2ccc(Cl)cc2)n1)c1ccc(OC)cc1 (stereo not drawn) | -27%
Cc1ccc(C(=O)Nc2ccc3c(N4CCCCC4)ncnc3c2)s1 | ?
COc1ccc(-c2cc(C(F)(F)F)nc(NCCc3ccccc3)n2)cc1OC | ?
CCNC(=O)[C@@H]1CCCN1[C@@H](C(=O)NC)c1cccc(O)c1 | 6%[86.2 µM]
O=C1NCc2ccccc2CC12CCCN(Cc1ccc(F)c(Cl)c1)C2 (stereo not drawn) | 19%[115 µM]
COc1ccc(NS(=O)(=O)c2ccc3c(c2)CCN3C(=O)C2CC2)cc1OC | -14%
COc1ccc(Cn2c(C(=O)O)c(CNCc3ccc(C)o3)c3ccc(OC)cc32)cc1 | -9%
NC(=O)COc1c(Cl)cc(Cl)cc1Cl | 5%
CNc1nc2c(c(C(=O)N3CCCC3)n1)CN(C(=O)Cn1nc(C)cc1C)CC2 | ?
CCCNc1cc(N2CCC(CCC(=O)Nc3ccc(C)cc3)CC2)ncn1 | 12%
O=C(Nc1ccc(Cl)cc1)c1nccnc1-c1nc2ccccc2s1 | 5%
CCN(CC(=O)Nc1ccccc1C(F)(F)F)C(=O)c1nn(CC(C)C)c(=O)c2ccccc12 | 12%
CNC(=O)C1CN(c2ccc(F)cc2)C(=O)N1 (stereo not drawn) | 7%[86.2 µM]
COCCNC(=O)c1nc2nc(-c3ccccc3)c(Cl)cc2n1C | 40µM*
CCn1nccc1C(=O)N1CCCC(c2nn[nH]n2)C1 (stereo not drawn) | ?
O=c1c2[nH]c3cccc(Cl)c3c2ncn1Cc1ccco1 | 20%
CCN(CC)CCCNC(=O)CN1C(=O)CCn2nc(-c3cn(C)c4ccccc34)cc21 | -11%
CCNc1nc(Oc2ccc(C(=O)OC)cc2)nc(SC)n1 | -24%
Cc1ccccc1NC(=O)CSc1nc(-c2cccs2)nc2cc(=O)[nH]n12 | ?
O=S1(=O)CCC(S(=O)(=O)Nc2ccc(F)cc2)C1 (stereo not drawn) | 1%
Cc1ccc(C2Cn3nnc(-c4nc(-c5ccccc5Br)no4)c3CO2)c(C)c1 (stereo not drawn) | 7%
N#C/C(=C/c1ccc(OC(F)F)cc1)C(=O)N(C1CCCCC1)C1CCCCC1 | -5%

Laid out differently: entries from further up.
> CCn1nccc1C(=O)N1CCCC(c2nn[nH]n2)C1 (stereo not drawn)
  KDM5B inh: ?
> COc1ccc(NS(=O)(=O)c2ccc3c(c2)CCN3C(=O)C2CC2)cc1OC
  KDM5B inh: -14%
> O=C1c2cnc(-c3cccc(CO)c3)nc2OCCN1c1cccc(C(F)(F)F)c1
  KDM5B inh: -5%[86.2 µM]
> COc1ccc(C2Cn3nnc(-c4nc(-c5ccc(SC)cc5)no4)c3CO2)cc1 (stereo not drawn)
  KDM5B inh: -24%

(continued)
SMILES | KDM5B inh
CCC(=O)N1CCN(C2CCN(Cc3ccccn3)C2=O)CC1 (stereo not drawn) | -12%
O=[N+]([O-])c1cccc(-c2noc([C@@H]3C[C@@H](O)CN3Cc3cccc(OC(F)(F)F)c3)n2)c1 | -27%
Cc1ccc(C(=O)N2CC(c3noc(COc4ccccc4C)n3)C2)cn1 | -15%
CN1C(=O)C(Cc2nc3ccccc3c(=O)n2CCCO)c2ccccc21 (stereo not drawn) | 1%
CCOc1ccc(-n2c(=O)c3sccc3n(CC(=O)Nc3cccc(OC)c3)c2=O)cc1 | 8%
N#C/C(=C\c1ccc(OCc2ccccc2)cc1)c1ccccc1 | 7%
N#Cc1c(N2CCOCC2)nsc1-c1ccc(C(F)(F)F)cc1 | -9%
COCCN1C(=O)CS(=O)(=O)C12CCN(C(=O)c1cc(OC)cc(OC)c1)CC2 | 1%
CN1C[C@H](NC(=O)Nc2ccccc2)CCC[C@@H](C(=O)NCc2cc(F)cc(F)c2)CC1=O | 10%
O=C(CCCSc1ccccc1)NCC1CCCO1 (stereo not drawn) | 31%[activator]
O=C(C1CCN(c2ncnc3nc[nH]c23)CC1)N1CCCCCC1 | 1%
CCc1ccc(NC(=O)c2sc(-n3nc(C)c(CCC(C)C)c3C)nc2C)cc1 | 1%
Cc1cc(C(=O)N2C[C@@H](COc3ccccc3)[C@H](C(N)=O)C2)n(C)n1 | 29%
CCCC(=O)N1CCc2cn(C)c3cccc(c23)C1 | ?
Cc1noc([C@H]2CCN(C(=O)NCc3ccccc3)C[C@H]2NC(=O)C2CCOCC2)n1 | -12%
O=C(NCCc1ccc(F)cc1)C1CCCN(c2nc3ncccc3o2)C1 (stereo not drawn) | ?
CCC(=O)N1CCc2cc(S(=O)(=O)CCC(=O)N3CCN(c4ccc(Cl)cc4)CC3)ccc21 | -4%
CN1C(=O)[C@@H]2C[C@@H](O)CN2C2(CN(Cc3ccc(F)c(F)c3)C2)C1=O | -29%[86.2 µM]
Cc1ccc2nc(-c3ccc(Cl)c(NC(=O)COc4ccc([N+](=O)[O-])cc4)c3)oc2c1 | -4%
Cn1nc(CC(=O)NCC2CCCCC2)c2ccccc2c1=O | 13%
CNC(=O)[C@@H]1CN(C(=O)Cc2cc(C)no2)C[C@H]1COC | -2%
Cc1ccc(CNC(=O)CCCn2c(=O)c3ccccc3n(CC(=O)Nc3ccc(C)c(C)c3)c2=O)cc1 | -4%
COCCNc1ccc(-c2noc([C@@H]3CCCN3Cc3cc(OC)c(OC)c(OC)c3)n2)cn1 | ?
Cc1ccc(S(=O)(=O)N2CCOCC2)cc1C(=O)Nc1ccccc1C(=O)O | 2%
CCc1c(C)nn(CC(=O)NCC2CCN(c3cnn(C)c(=O)c3)C2)c1C (stereo not drawn) | 16%
COCc1nnc2n1CCC(NC(=O)CCCc1c[nH]c3ccccc13)CC2 (stereo not drawn) | -23%
CCOc1ccc(-c2cc(C(=O)N/N=C(\C)c3cccnc3)c3ccccc3n2)cc1 | ?
O=[N+]([O-])c1ccc(S(=O)(=O)NCCCc2ccccc2)cc1 | -15%
COC(=O)c1c(C)oc2c1cc(NS(=O)(=O)c1ccc(C)cc1)c1ccccc12 | -1%
O=S(=O)(/N=C/c1ccco1)c1cccs1 | -5%
Cc1cccc(CC(=O)N2CCC(c3nn(C)c4c3COCC4)CC2)c1 | -13%
COc1cccc(NC(=O)N2CCC(NC(=O)C(Cc3ccccc3F)NC(C)=O)CC2)c1 (stereo not drawn) | -22%
COc1ccc(CN(C)Cc2ccoc2)cc1OCC(O)CN1CCCCC1 (stereo not drawn) | -24%
COC(=O)c1cn([C@H]2CO[C@H]3[C@@H]2OC[C@@H]3NC(=O)NCc2ccccc2)nn1 | -3%[86.2 µM]
CCCCc1nn2cc(-c3cccc(Br)c3)nc2s1 | 10%
O=S(=O)(NC[C@H]1O[C@@H](CO)[C@@H](O)[C@H]1N1CCOCC1)c1cccs1 | ?
O=C(NCCNC(=O)c1cccc2cccnc12)c1cccc2cccnc12 | 5%

An excerpt from the list above, as a working copy:
SMILES | KDM5B inh
O=C(C1CCN(c2ncnc3nc[nH]c23)CC1)N1CCCCCC1 | 1%
CCc1ccc(NC(=O)c2sc(-n3nc(C)c(CCC(C)C)c3C)nc2C)cc1 | 1%
Cc1cc(C(=O)N2C[C@@H](COc3ccccc3)[C@H](C(N)=O)C2)n(C)n1 | 29%
CCCC(=O)N1CCc2cn(C)c3cccc(c23)C1 | ?
Cc1noc([C@H]2CCN(C(=O)NCc3ccccc3)C[C@H]2NC(=O)C2CCOCC2)n1 | -12%
O=C(NCCc1ccc(F)cc1)C1CCCN(c2nc3ncccc3o2)C1 (stereo not drawn) | ?
CCC(=O)N1CCc2cc(S(=O)(=O)CCC(=O)N3CCN(c4ccc(Cl)cc4)CC3)ccc21 | -4%
CN1C(=O)[C@@H]2C[C@@H](O)CN2C2(CN(Cc3ccc(F)c(F)c3)C2)C1=O | -29%[86.2 µM]
Cc1ccc2nc(-c3ccc(Cl)c(NC(=O)COc4ccc([N+](=O)[O-])cc4)c3)oc2c1 | -4%
Cn1nc(CC(=O)NCC2CCCCC2)c2ccccc2c1=O | 13%
CNC(=O)[C@@H]1CN(C(=O)Cc2cc(C)no2)C[C@H]1COC | -2%
Cc1ccc(CNC(=O)CCCn2c(=O)c3ccccc3n(CC(=O)Nc3ccc(C)c(C)c3)c2=O)cc1 | -4%
COCCNc1ccc(-c2noc([C@@H]3CCCN3Cc3cc(OC)c(OC)c(OC)c3)n2)cn1 | ?
Cc1ccc(S(=O)(=O)N2CCOCC2)cc1C(=O)Nc1ccccc1C(=O)O | 2%
CCc1c(C)nn(CC(=O)NCC2CCN(c3cnn(C)c(=O)c3)C2)c1C (stereo not drawn) | 16%
COCc1nnc2n1CCC(NC(=O)CCCc1c[nH]c3ccccc13)CC2 (stereo not drawn) | -23%
CCOc1ccc(-c2cc(C(=O)N/N=C(\C)c3cccnc3)c3ccccc3n2)cc1 | ?
O=[N+]([O-])c1ccc(S(=O)(=O)NCCCc2ccccc2)cc1 | -15%
COC(=O)c1c(C)oc2c1cc(NS(=O)(=O)c1ccc(C)cc1)c1ccccc12 | -1%
O=S(=O)(/N=C/c1ccco1)c1cccs1 | -5%
Cc1cccc(CC(=O)N2CCC(c3nn(C)c4c3COCC4)CC2)c1 | -13%
COc1cccc(NC(=O)N2CCC(NC(=O)C(Cc3ccccc3F)NC(C)=O)CC2)c1 (stereo not drawn) | -22%
COc1ccc(CN(C)Cc2ccoc2)cc1OCC(O)CN1CCCCC1 (stereo not drawn) | -24%
COC(=O)c1cn([C@H]2CO[C@H]3[C@@H]2OC[C@@H]3NC(=O)NCc2ccccc2)nn1 | -3%[86.2 µM]

These rows are one share of the data, so the mix of outcomes need not match the whole.
